CHRM4 agonist – agonists of human muscarinic M4 receptor (CHRM4); P08173; CHO-K1 hM4/Gqi5, Fluo-8 calcium fluorescence; vehicle 0%, full acetylcholine response 100%; activation, % at 3 µM; 360,000 tested, 0.14% active; AID 624127;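 active = activation above the run mean over all test wells plus 3 SD, cut at about 32% in these data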;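 note: peak over basal fluorescence ratio per well then scaled between controls; 0% = DMSO wells and 100% = acetylcholine at EC100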
Target sequence (P08173 whole entry, looked up): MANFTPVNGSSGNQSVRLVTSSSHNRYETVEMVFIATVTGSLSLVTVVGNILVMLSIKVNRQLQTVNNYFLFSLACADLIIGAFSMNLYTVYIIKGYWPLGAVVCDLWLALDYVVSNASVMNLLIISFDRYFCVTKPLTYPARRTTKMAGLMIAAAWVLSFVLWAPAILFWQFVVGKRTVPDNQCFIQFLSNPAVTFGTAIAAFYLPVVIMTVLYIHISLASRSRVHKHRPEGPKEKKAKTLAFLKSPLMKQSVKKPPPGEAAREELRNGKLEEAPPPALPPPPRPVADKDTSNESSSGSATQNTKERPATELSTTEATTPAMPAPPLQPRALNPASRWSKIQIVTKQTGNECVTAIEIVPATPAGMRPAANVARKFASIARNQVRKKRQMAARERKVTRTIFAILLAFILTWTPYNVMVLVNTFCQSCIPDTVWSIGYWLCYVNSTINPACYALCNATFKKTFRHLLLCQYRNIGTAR
M4 antag – blocks acetylcholine activation of human M4 receptor; AID 624125; inhibition, % at 3 µM; CHO-hM4 cells, ACh EC80, Fluo-8 calcium fluorescence; 360,000 tested, 0.73% active; P08173;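 active = inhibition above its plate's cutoff, the mean inhibition of sample wells plus 3 SD, cut at about 27% in these data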;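 note: 0% = acetylcholine EC80 with DMSO and 100% = DMSO without agonist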
M5 PAM – potentiates acetylcholine response at human M5 receptor; CHO-K1 hM5, Fluo-8 calcium, ACh EC20 PAM; 0% = ACh EC20, 100% = ACh EC100; 360,000 tested, 0.3% active; activation, % at 3 µM; P08912;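 active = activation above the run cutoff, the mean activation of all test compounds plus 3 SD, cut at about 18% in these data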
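System: CHO-K1 cell line with stable human muscarinic M5 receptor expression | Also added: EC20 acetylcholine as agonist stimulus | Compound: One concentration, 3 µM final (nominal) | Timing: Fluo-8 loading 80 min at 37 °C plus 30 min room temperature | Measured by: Fluo-8 calcium dye fluorescence, kinetic read | Read-out basis: % activation, ACh-normalized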
CHRM1 antagonist – antagonists of human M1 muscarinic receptor. P11229. 360,000 tested, 1.3% active. CHO-K1 hM1, Fluo-8 calcium fluorescence, ACh EC80 antagonist. AID 588852. inhibition, % at 3 µM;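 active = percent inhibition above its own plate's cutoff, namely the mean of that plate's compound wells plus 3 SD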;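 note: peak over basal fluorescence ratio during 140 s after agonist addition; 0% = ACh EC80 plus DMSO and 100% = DMSO alone without agonist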
Target sequence (P11229 whole entry, looked up): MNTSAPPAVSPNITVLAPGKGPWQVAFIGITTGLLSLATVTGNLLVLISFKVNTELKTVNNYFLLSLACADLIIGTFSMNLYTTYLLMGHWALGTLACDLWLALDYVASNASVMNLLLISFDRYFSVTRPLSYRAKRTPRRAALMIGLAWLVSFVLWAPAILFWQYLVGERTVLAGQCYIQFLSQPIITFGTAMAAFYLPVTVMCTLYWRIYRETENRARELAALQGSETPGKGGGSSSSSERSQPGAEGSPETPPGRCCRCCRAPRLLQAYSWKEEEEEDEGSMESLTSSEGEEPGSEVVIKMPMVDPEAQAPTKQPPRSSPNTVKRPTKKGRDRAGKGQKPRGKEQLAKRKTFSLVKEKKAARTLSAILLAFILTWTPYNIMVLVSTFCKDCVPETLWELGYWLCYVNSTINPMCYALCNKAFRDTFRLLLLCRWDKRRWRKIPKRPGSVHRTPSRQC
CHRM5 agonist – agonists of human muscarinic M5 receptor (CHRM5); P08912; CHO-K1 hM5 cells, Fluo-8 calcium fluorescence; 0% DMSO wells, 100% maximal acetylcholine response; activation, % at 3 µM; 360,000 tested, 0.19% active;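 active = activation above the run's mean over test compounds plus 3 SD, cut at about 23% in these data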;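 note: signal is peak over basal fluorescence ratio across the kinetic read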
CHRM4 PAM – potentiates acetylcholine response at human M4 receptor; P08173; CHO-K1 hM4/Gqi5, Fluo-8 calcium fluorescence, ACh EC20; 0% = ACh EC20, 100% = maximal ACh; activation, % at 3 µM; 360,000 tested, 0.4% active;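 active = activation above its plate's cutoff, the mean activation of sample wells plus 3 SD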; note: some results filed as inactive read as strong as hits
M1 PAM – potentiates human M1 receptor response to acetylcholine | P11229 | CHO-K1 hM1, Fluo-8 calcium fluorescence, ACh EC20; 0% = ACh EC20, 100% = maximal ACh | activation, % at 3 µM | 360,000 tested, 0.088% active | AID 588819; in the data active = activation above about 19%, passing the limit was not always enough
CRFR2-BP ag – CRF-BP/CRF-R2 complex agonism. HEK293 CRF-R2/CRF-BP, calcium dye fluorescence (FLIPR); percent of saturating CRF peptide response. activation, % at 13.2 µM. 350,000 tested, 0.46% active;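 active = activation of at least 50%, plus an integration ratio under a set limit after plate pattern correction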;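 note: plate controls were neutral control wells without compound for no effect and CRF at EC100 for full effect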
CHRM5 antagonist – blocks acetylcholine activation of human M5 receptor. CHO-hM5 cells, Fluo-8 calcium fluorescence, ACh EC80. inhibition, % at 3 µM. 360,000 tested, 0.59% active. AID 624040;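 active = inhibition above a per-plate cutoff, the mean of that plate's test compounds plus 3 SD, cut at about 27% in these data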;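 note: 0% = acetylcholine EC80 with DMSO and 100% = DMSO without agonist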
* marks the source's active call; other numbers are inactive results; . = not tested or not shown; & = joins results of further samples.

SMILES	CHRM4 agonist	M4 antag	M5 PAM	CHRM1 antagonist	CHRM5 agonist	CHRM4 PAM	M1 PAM	CRFR2-BP ag	CHRM5 antagonist
COc1ccc(CCC(=O)N2CCc3ccccc32)cc1	-1	-11	-3	-6	-5	14	7	-1.8	-8
CC1CC(C)CN(C(=O)Cn2c(SCC(=O)N3CCc4ccccc4C3)nc3ccccc32)C1 (stereo not drawn)	2	-2	4	-29	0	11	-3	0.1	4
COc1ccc(C(=O)/C=C2\NCC3c4ccccc4CCN3C2=O)cc1 (stereo not drawn)	2	-3	-1	-14	0	2	11	3.3	2
C=CCn1cnc2scc(-c3ccccc3)c2c1=O	0	-10	5	-13	-3	8	9	2.4	-1
CCNC(=O)C1CCCN(C(=O)c2ccc(N(C)C)cc2)CC1 (stereo not drawn)	1	-4	-2	-11	0	8	2	.	7
Cc1ccc2cc(CCNC(=O)CCCc3ccccc3)c(=O)[nH]c2c1C	0	-1	-4	-4	-3	-2	1	1.3	14
CCCc1c(C)nn(-c2ncccc2[N+](=O)[O-])c1C	1	1	10	-7	1	17	13	-4.9	2
Cc1cc(C(=O)OCC(=O)NCCc2ccccc2)c2ccccc2n1	7	9	-13	-2	9	4	-1	-0.7	11
COC(=O)c1cccc(N(CC(=O)NC2CCCC2)C(=O)CCC(=O)Nc2cc(C)on2)c1	1	-3	1	-8	-2	-4	9	0.0	10
Cc1ccc([C@@H]2C[C@H]3[C@@H](CN2S(=O)(=O)c2ccc(C)cc2)C(=O)C[C@@H](c2cccc(Cl)c2)N3S(=O)(=O)c2ccc(C)cc2)cc1	0	-16	-3	-5	3	0	7	-0.4	-2
Cc1c(C(=O)OC2CCCC2)[nH]c2c1C(=O)CC(c1ccco1)C2 (stereo not drawn)	14	-5	-16	9	2	-9	-18	1.0	7
Cc1cccc(N2CCN(C(=O)COc3ccc4c(c3)CCC4)CC2)c1C	-1	5	3	-8	-5	7	2	0.5	2
COc1ccc2[nH]c3nc(SC(C)C)nnc3c2c1	0	5	-2	-5	0	7	12	-1.2	0
COc1ccc(S(=O)(=O)N2CCCCC2)cc1NC(=O)Cc1ccsc1	0	-1	1	2	1	-1	4	0.4	11
CC(C)C[C@H](NC(=O)c1nc[nH]c1C(=O)N[C@@H](CC(C)C)C(=O)OCc1ccccc1)C(=O)OCc1ccccc1	2	0	15	-7	-2	14	4	6.7	3
O=C(NCCCNCc1ccccc1)c1ccccn1	1&1	-17&-4	1&2	-17&-11	0&-5	7&25	20&9	2.6&-1.5	-5&0
O=C(NCc1ccncc1)c1ccc(Br)cc1	0	3	3	-3	1	3	8	-0.6	1
COc1ccc(C)c(NC(=O)NCCc2cnc[nH]2)c1	2	0	0	3	-13	3	8	-0.1	-5
C=CCn1c(=O)c2c(C)c(C)sc2n2c(Nc3ccc(OC)cc3)nnc12	-1	0	10	0	-2	2	3	-2.9	1
CNC(=O)c1ccc(CNC(=O)OCC(F)(F)F)cc1	0	-2	0	5	0	4	-1	-2.7	-6
CN(C)CCCNCC(=O)c1c(-c2ccccc2)n(C)c2ccccc12	-2	-13	5	-17	-9	-1	10	-1.2	0
BrC(=C\c1ccccc1)/C=N/Nc1ccc2nncn2n1	8	5	-3	4	3	-6	2	-0.9	8
O=C(CCc1nnc(CCCCc2ccccc2)o1)N1CCC(N2CCCC2)CC1	1	11	4	22	-9	-18	-30	0.2	-5
Cc1cc(NC(=O)CCN2C(=O)/C(=C\c3ccccc3Cl)SC2=S)no1	3	-8	-4	-9	-4	5	11	-2.1	3
Cc1noc(NS(=O)(=O)c2ccc(NC(=O)c3cnc4scc(C)n4c3=O)cc2)c1C	0	-14	-7	-17	1	5	5	2.1	-2
O=C(Nc1ccc2oc(-c3ccncc3)nc2c1)c1c(F)c(F)c(F)c(F)c1F	1	0	-1	-6	-6	-2	3	8.3	5
COc1ccc2c(c1)c(C(=O)N/N=C/c1ccc(Cl)cc1)c(C)n2C	1	-1	-1	-7	11	-9	7	-1.9	-8
Cc1ccnc(NC(=O)c2cccc([N+](=O)[O-])c2C)c1	2	0	0	1	-2	1	-1	0.5	-4
Cc1ccc(NC(=S)N2CCN(S(=O)(=O)c3ccc(C)cc3)CC2)cc1	0	4	-2	-8	-4	-1	5	0.0	4
CC(C)c1nnc(NC(=O)CCC(=O)Nc2ccccc2)s1	1	-8	6	-9	5	-5	3	0.3	3
COc1ccc(CCCc2n[nH]c(=S)o2)cc1C	12	-1	-6	8	2	-7	-1	-1.5	9
COC(=O)c1ccccc1NC(=O)C(C)NS(=O)(=O)c1ccc(OC)cc1 (stereo not drawn)	2	-13	-7	-23	-1	3	9	-1.8	-11
CSc1ccc(Cn2c(C)c(C(=O)NCc3ccco3)sc2=O)cc1	2	-19	-6	-7	-4	6	3	.	1
Cc1cccc(N2CCC(N=CN(C)C)=N2)c1	0	6	-6	4	-1	-5	-1	-1.4	12
O=C(C1=NN[C@@H]2C(=O)N(c3cccc(C(F)(F)F)c3)C(=O)[C@H]12)c1cnccn1	1	-15	7	-17	2	-1	8	-1.4	-6
CC(C)N(Cc1ccccc1)C(=O)COc1ccccc1	0	-11	10	-14	0	2	6	-3.1	-4
COc1ccc(C2=CC(=O)N(Nc3ccccc3)C2=O)cc1	5	11	5	-2	6	-7	12	8.0	12
O=C(NC1CCCCC1)C(c1cccnc1)N(C(=O)c1csnn1)c1ccc(F)cc1 (stereo not drawn)	2	-2	1	-5	-1	-4	5	-1.9	12
O=C(COC(=O)c1ccccc1C(F)(F)F)NC(=O)NCc1ccco1	-1	12	2	1	1	1	5	-1.4	-1
CC1CC(=O)N(CC(=O)Nc2ccccc2F)c2ccccc2S1(=O)=O (stereo not drawn)	0	-1	-3	3	-3	-3	0	-1.6	4
CN(Cc1ccccc1)S(=O)(=O)c1cc2c3c(c1)CCN3C(=O)CC2	3	9	0	-1	2	-2	-1	-2.0	4
N#Cc1sc2nc(C3CC3)cc(-c3ccc(Cl)cc3)c2c1N	-1	-14	-3	-3	-3	-4	2	12	-1
Cc1c(Cl)c([N+](=O)[O-])nn1Cc1ccc(C(=O)Nc2ccc(Cl)cn2)o1	4	-17	-3	10	-4	7	-12	10	-1
CC(=O)c1cccc(NC(=O)c2onc(C)c2Cl)c1	1	-2	0	3	0	0	0	-1.7	-1
Cc1ncc(CO)c(/C=N/NC(=S)Nc2ccc(C(C)C)cc2)c1O	1	-3	7	-1	6	-7	3	4.2	-2

One compound at a time (already shown):
COc1ccc(C2=CC(=O)N(Nc3ccccc3)C2=O)cc1 is listed as CHRM4 agonist = 5; M4 antag = 11; M5 PAM = 5; CHRM1 antagonist = -2; CHRM5 agonist = 6; CHRM4 PAM = -7; M1 PAM = 12; CRFR2-BP ag = 8.0; CHRM5 antagonist = 12
CC1CC(=O)N(CC(=O)Nc2ccccc2F)c2ccccc2S1(=O)=O (stereo not drawn) is listed as CHRM4 agonist = 0; M4 antag = -1; M5 PAM = -3; CHRM1 antagonist = 3; CHRM5 agonist = -3; CHRM4 PAM = -3; M1 PAM = 0; CRFR2-BP ag = -1.6; CHRM5 antagonist = 4

Next records follow:
SMILES	CHRM4 agonist	M4 antag	M5 PAM	CHRM1 antagonist	CHRM5 agonist	CHRM4 PAM	M1 PAM	CRFR2-BP ag	CHRM5 antagonist
CCCCc1cc(=O)oc2cc(OC(C)C(=O)NCCN3CCOCC3)ccc12 (stereo not drawn)	1	-13	1	-20	2	6	12	0.1	-4
COc1cccc(NC(=O)CN2C(=O)COc3ccc(Cl)cc32)c1	3	-5	-4	-4	1	-2	-2	4.3	-6
Cc1ccccc1-c1nnn(CC(=O)NC(=O)NC2CCCC2)n1	0	6	4	-2	2	2	7	-1.0	-2
COc1ccc(CC(=O)NNC(=O)CSc2ccc(C)cc2)cc1	0	-4	-5	7	-1	0	-1	-4.6	8
COc1ccccc1CC(=O)c1ccccc1OC	4	6	-4	6	-1	-5	-8	-3.7	6
Cc1ccccc1N1C(=O)CC1(C#N)c1ccc(OCc2ccccc2)cc1 (stereo not drawn)	1	-8	-8	-2	-2	-10	0	16	7
CC(=O)Oc1ccc2c(=O)c(Oc3ccccc3)c(C)oc2c1OC(C)=O	1	-8	-2	-10	-3	13	2	-2.0	4
CN1CCN(c2ccc(S(=O)(=O)N3CCCCC3)cc2NC(=O)c2ccc(C#N)cc2)CC1	1	6	3	-5	-2	-1	8	-0.4	-16
CC(C)CN(C(=O)COC(=O)Cn1cnc2ccccc2c1=O)C1CCS(=O)(=O)C1 (stereo not drawn)	1	-2	-3	-4	-1	1	6	2.4	-3
COc1ccc(S(=O)(=O)Nc2nccs2)cc1OC	0	-1	3	-8	2	3	7	1.3	5
C=CCNC(=S)NCc1ccccc1	0	-7	3	-13	-2	-1	11	2.3	-2
O=[N+]([O-])c1cccnc1Oc1cccnc1	1	15	1	3	1	7	3	0.4	3
COc1ccccc1CNC(=O)Cn1nc(C(F)(F)F)cc1C	0	-3	-7	-9	-2	7	10	-0.1	8
CC(=O)N(C)c1ccc(NC(=S)NC(=O)/C=C/c2ccco2)cc1	1	2	-2	-11	-3	1	7	-1.7	3
Cc1ccc(C(=O)Nc2ccc(Cl)cn2)cc1S(=O)(=O)N1CCOCC1	3	4	-8	12	-7	-3	-5	0.1	3
Cc1ccc(C(=O)Nc2cccc(N(C)S(C)(=O)=O)c2)cc1S(=O)(=O)Nc1ccccc1	-2	-6	1	2	1	11	4	2.2	3
Cc1ccc2nc3ccc(N4CCN(C)CC4)nn3c(=O)c2c1	1	5	-4	10	2	18	-3	-3.3	2
CCc1ccc(NC(=O)COc2ccc3c(c2)OCO3)cc1	0	-8	-5	-6	-5	2	3	-0.4	2
CCOC(=O)C1=C[C@]2(CC)CCCN3CCc4c(n1c1ccccc41)[C@@H]32	2	-12	-1	-9	0	-6	-8	7.1	-1
Cc1nnc(NC(=O)CN2CC(C)OC(C)C2)s1 (stereo not drawn)	1	-3	-4	-6	-3	-3	1	0.6	21
CCCC(=O)Nc1ccc(NC(=O)c2cc3ccccc3o2)c(OC)c1	11	0	-2	-6	0	-6	5	-1.5	9
Cc1cccc(Cn2c(NCCO)nc3c2c(=O)n(C)c(=O)n3C)c1	-2	0	-6	-9	1	3	18	-0.7	11
Cc1noc(NS(=O)(=O)c2ccc(NC(=O)/C=C/c3ccc(Br)cc3)cc2)c1C	0	-6	16	-17	2	16*	17	-1.1	-22
CCc1cc(=O)oc2cc(C)cc(OCC(=O)N3CCC(C(=O)NC(C)C)(c4ccccc4)CC3)c12	8	3	-1	15	6	-9	-6	0.7	1
O=C(COc1ccc(Br)cc1)NC1CC1	1	9	-6	1	1	-3	1	0.8	13
Cc1ccc(-n2nc3c(=O)n(C(C)C(=O)NCc4ccco4)nc(C)c3c2C)cc1 (stereo not drawn)	1	9	3	1	-7	6	12	-1.7	-1
Cc1ccc(S(=O)(=O)N2CCNC(=O)C2)c(C)c1	1	-10	1	-20	-2	5	14	-1.0	-1
Cc1cc(C)c(OCC(=O)Nc2nc3ccccc3[nH]2)c(C)c1	6	-5	1	3	4	2	-1	9.7	1
OC[C@H]1O[C@@H](c2nc(-c3ccccc3Br)no2)[C@H](O)[C@@H]1O	0	-4	2	-10	1	0	6	.	-5
O=C(/C=C/c1ccco1)NC(=S)NNC(=O)c1ccco1	0	5	7	-1	2	14	10	-0.1	-5

Bioassay records from PubChem.
